AmpC inh detg: blocks E. coli AmpC beta-lactamase in detergent assay. actives 0.041% (n = 370,000). AmpC hydrolysis of nitrocefin, absorbance 480 nm, 0.01% Triton. P00811. Potency, µM (highest dose often 114 µM), for inactives: at the highest dose activity change, negative = inhibition, hits mostly inhibitors. AID 485294;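 also: potency is read from the fitted curve at half-maximal effect; 0% = no-compound wells and -100% = no-enzyme wells; nearly all actives have a fitted effect of over 25% in size; some results filed as inactive show a strong effect at the top dose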
Target sequence (P00811 whole entry, looked up): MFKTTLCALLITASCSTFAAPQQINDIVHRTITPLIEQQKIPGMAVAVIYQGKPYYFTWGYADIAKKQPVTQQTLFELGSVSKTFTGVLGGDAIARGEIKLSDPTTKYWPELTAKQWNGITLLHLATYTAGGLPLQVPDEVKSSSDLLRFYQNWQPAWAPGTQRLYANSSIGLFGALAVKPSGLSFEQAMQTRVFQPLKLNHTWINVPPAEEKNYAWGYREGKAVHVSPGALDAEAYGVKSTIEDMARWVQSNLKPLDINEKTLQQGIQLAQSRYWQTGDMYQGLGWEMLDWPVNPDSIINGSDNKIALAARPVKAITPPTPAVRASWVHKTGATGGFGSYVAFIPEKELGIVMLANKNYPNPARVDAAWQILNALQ
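AmpC (5.3 nM in the dispensed reagent) in 20 mM phosphate pH 7.0 with 0.01% (detergent screen) or 0.0001% Triton X-100 was preincubated with compounds for 15 min at room temperature. Nitrocefin was then added from an 800 uM solution, and hydrolysis was followed at 480 nm.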
AmpC no deterg: blocks E. coli AmpC beta-lactamase in detergent-free assay. AID 485341. actives 0.52% (n = 330,000). AmpC nitrocefin hydrolysis, absorbance 480 nm, 0.0001% Triton. Potency, µM (top dose mostly 57.1 µM), inactives show at the highest dose activity change, negative = inhibition, usual class: inhibitors;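 also: potency is read from the fitted curve at half-maximal effect; plate controls were no compound for no effect and no enzyme for full effect; nearly all actives have a fitted effect of over 20% in size; some results filed as inactive show a strong effect at the top dose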
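20 mM phosphate pH 7.0 + 0.01% (detergent screen) or 0.0001% Triton X-100; 5.3 nM AmpC reagent; cpd preinc 15 min RT; nitrocefin (800 uM stock) to start; A480 q20 s × 4 min; Activity was normalised to no-enzyme and no-compound control wells.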
FBPA Giardia inh: blocks Giardia fructose-bisphosphate aldolase activity | Potency, µM (doses to about 59.6 µM), for the others: at the top dose activity, negative = inhibition, most hits filed as inhibitors | purified Giardia FBPA | AID 2451 | A8B2U2 | actives 0.71% (n = 290,000); also: potency is read from the fitted curve at half-maximal effect; nearly all actives have a fitted effect of over 55% in size
Target sequence (A8B2U2 whole entry, looked up): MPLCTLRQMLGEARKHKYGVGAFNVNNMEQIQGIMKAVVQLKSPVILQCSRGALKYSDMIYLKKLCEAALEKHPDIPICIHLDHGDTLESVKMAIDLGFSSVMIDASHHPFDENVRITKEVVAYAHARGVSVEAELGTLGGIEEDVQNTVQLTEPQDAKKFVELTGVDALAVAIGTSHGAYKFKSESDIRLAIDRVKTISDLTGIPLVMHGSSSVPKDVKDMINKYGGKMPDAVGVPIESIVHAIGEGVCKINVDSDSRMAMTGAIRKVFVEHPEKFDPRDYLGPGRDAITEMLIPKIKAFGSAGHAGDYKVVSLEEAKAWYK
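40 nM FBPA preincubated 10 min at RT with compound (up to 57.5 uM final), then substrate plus GAPDH/TPI/NAD/arsenate coupling and diaphorase/resazurin added. Fluorescence read after 20 min at RT, 525/598 nm.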
AMA1-RON2 inh: inhibitors of Plasmodium falciparum AMA1-RON2 interaction; AlphaScreen AMA1-biotinylated RON2 peptide binding; Potency, µM (doses to about 58.2 µM), inactives show at the top dose activity change, negative = inhibition, actives largely listed as inhibitors; actives 0.2% (n = 360,000); AID 720542;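 also: potency is read from the fitted curve at half-maximal effect; 0% = vehicle wells and -100% = peptide control; nearly all actives have a fitted effect of over 45% in size; some results filed as inactive show a strong effect at the top dose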
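AMA1 (3D7) with his tag at 25 nM final met compounds first, then biotinylated RON2 peptide at 25 nM; detection used donor plus acceptor beads, 10 µg/mL apiece, read by AlphaScreen after 30 min at room temperature.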
HCMV inh: blocks human cytomegalovirus replication. actives 4.5% (n = 410,000). activity change, negative = inhibition, % at 57.5 µM. HFF cells, HCMV-luciferase reporter, 72 h; stronger effect = lower value; in the data active = activity change below about -60%; inconclusive = no clear call, values can overlap the other calls; inactive = above about -39%
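After 16 h attachment at 37C, HFF cells received test compound and HCMV-luciferase (1 PFU/cell); reporter luminescence read 72 h later, data normalized against buffer-only and known inhibitor Salinomycin.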
Sm TGR inh: blocks Schistosoma mansoni thioredoxin glutathione reductase. AID 485364. actives 3% (n = 360,000). Q962Y6. purified TGR, DTNB reduction, TNB absorbance 405 nm. Potency, µM (doses to about 114 µM), for inactives: top-dose activity change, negative = inhibition, most hits filed as inhibitors; also: potency is read from the fitted curve at half-maximal effect; nearly all actives have a fitted effect of over 60% in size
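First, TGR (20 nM dispensed) and NADPH were mixed with compound. Second, a 15 min room-temperature incubation followed. Third, further NADPH and then DTNB were added to start the reaction. Finally, TNB absorbance was monitored kinetically.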
Numbers without * were called inactive; u = inconclusive; x = not tested or not shown; & = joins results of further samples; ! = a repeat was not active; [ ] = another dose, or the depositor's remark. Unless noted, calls follow the shape of the dose curve; as a rule, active = well fitted curve in the direction sought with a large enough effect; inconclusive = small, poorly fitted or top-dose-only effect, or another doubt; inactive = no such curve, though single readings can be large; an effect the other way counts as inactive or inconclusive. Unless noted, % is scaled to controls: 0 for no effect and ±100 for the full control effect. No enrichment for hits. About 7.8% of those tested had a hit in this group.

SMILES	AMA1-RON2 inh	AmpC inh detg	AmpC no deterg	FBPA Giardia inh	HCMV inh	Sm TGR inh
Cc1cc(NC(=O)CSc2nnc(Cc3ccccc3)o2)no1	-18%	2%	-27%	2%	27	2%
Cc1ccc(OCC(=O)N(Cc2ccco2)C2CCS(=O)(=O)C2)cc1C (stereo not drawn)	-5%	-2%	6%	0%	x	-34%
Cc1ccc(C)c(NC(=O)Cc2ccc(S(=O)(=O)N3CCCCC3)s2)c1	18%	5%	2%	0%	-39	6%
CCC(=O)OC1CC(C)N(C(=O)c2ccccc2)c2ccc(C)cc21 (stereo not drawn)	4%	u	51%	1%	-7	u
NCCc1ccc(O)cc1	0%	-3%	-42%	3%&3%&2%	-26	0%
COc1ccccc1C(=O)Nc1ccnn1C1CCN(C)CC1	-6%	-4%	-19%	x	-5	4%
O=c1cc(-c2ccsc2)oc2cc(-c3ccc4c(c3)OCO4)ccc12	-10%	x	-25%	x	20	x
Oc1cc2c(cc1C(c1ccc(Br)cc1)N1CCCC1)OCO2 (stereo not drawn)	u	-4%	-31%	-29%	-3	0.71µM*
CCOc1ccc(NC(=S)N(CCN2CCOCC2)Cc2cc3cc4c(cc3[nH]c2=O)OCO4)cc1	1%	3%	-5%	-24%	30	-9%
Cc1cc(F)ccc1S(=O)(=O)Nc1ccc(C(=O)N2CCCCCC2)cc1	12%	0%	1%	x	-7	-8%
Cc1ccc(CNS(=O)(=O)c2c(C(=O)N3CCCCC3)c(C)n(C)c2C)cc1	-10%	-4%	20%	0%	-40	-21%
COc1cc(NC(=O)CSc2nnc(-c3ccncc3)n2C2CCCCC2)ccc1NC(=O)c1ccco1	-2%	u	64%[activator]	1%	-3	u
CC1(C)CC(=O)C2=C(C1)Nc1ccccc1S2	-5%	-2%	-2%	-5%	35	0%
CCOC(=O)C1(CCOc2ccccc2)CCN(Cc2ccc(CO)o2)CC1	-29%	6%	64%[activator]	1%	-35	-9%
Oc1c(C(c2ccccc2F)N2CCN(c3ccccc3F)CC2)sc2nc(-c3ccco3)nn12 (stereo not drawn)	x	-1%	x	x	-8	-1%
O=C(c1ccco1)N1CCN(C(=O)c2cnn3c2NC(c2cccs2)CC3C(F)(F)F)CC1 (stereo not drawn)	-1%	1%	83%[activator]	5%	2	-8%
Cc1ccc(-n2c(C)nc3ccccc3c2=O)cc1C	-5%	2%	-10%	-4%	0	x
COc1ccc(N2CCN(C(=O)c3cc4c(-c5ccccc5F)nn(C)c4s3)CC2)cc1	x	-6%	x	x	-21	8%
O=C(O)CC1NC(=O)N(C2CCCCC2)C1=O (stereo not drawn)	1%	1%	-8%	5%	47	2%
CSCCCNC(=S)N1CCc2ccccc2C1	-1%	1%	-26%	-7%	u	-7%
N#Cc1ccc2ccn(CC(=O)NC3CCCCC3)c2c1	-4%	-3%	-28%	-3%	6	-2%
Cc1cc(=O)oc2cc(OCCCN3C(=O)c4ccccc4C3=O)ccc12	11%	-5%	-9%	1%	-27	2%
C=CCc1ccc(OCCn2cccc2C=O)c(OC)c1	2%	2%	-3%	-7%	6	-27%
CCOc1cc(C2Nc3ccccc3-c3nnc(SCc4ccccc4)nc3O2)ccc1OC (stereo not drawn)	x	-3%	x	x	27	2%
Cn1cnc(S(=O)(=O)N2CCN(c3ccccc3)CC2)c1	8%	0%	-10%	-2%	u	1%
O=C(NCC1CC1)c1ccc(Oc2cc(Cl)cc(Cl)c2)o1	-25%	-5%	0%	2%	14	u
COc1ccc(Cl)cc1NC(=O)CN(C)C(=O)CSc1ccc2c(c1)OCCO2	-6%	-4%	14%	x	29	-9%
CC1(C)C/C(=N\NC(=S)Nc2ccccc2F)c2cc(O)ccc2O1	30%[activator]	u	u	-3%	20	1%
Cc1cccnc1NC(=O)COc1ccc2oc3c(c2c1)CCCC3	-2%	u	31%	0%	-24	-2%
N/C(=N\O)c1ccc(NC(=O)c2ccc(Br)o2)cc1	3%	0%	-17%	5%	1	2%

Structures from the list above containing a Cl atom, in the order listed:
SMILES	AMA1-RON2 inh	AmpC inh detg	AmpC no deterg	FBPA Giardia inh	HCMV inh	Sm TGR inh
O=C(NCC1CC1)c1ccc(Oc2cc(Cl)cc(Cl)c2)o1	-25%	-5%	0%	2%	14	u
COc1ccc(Cl)cc1NC(=O)CN(C)C(=O)CSc1ccc2c(c1)OCCO2	-6%	-4%	14%	x	29	-9%

More records follow.
SMILES	AMA1-RON2 inh	AmpC inh detg	AmpC no deterg	FBPA Giardia inh	HCMV inh	Sm TGR inh
O=C(Nc1nc2n(n1)C(c1ccccc1)CC(c1ccc(Cl)cc1)N2)c1ccco1 (stereo not drawn)	47%[activator]	u	19%	27%	-15	-23%
CC(C)[C@H](NS(=O)(=O)c1ccccc1F)C(=O)NC1CCCCC1	3%	x	-3%	x	0	x
CN1C(=O)c2ccccc2Sc2ccc(NC(=O)COc3ccccc3)cc21	x	12%	x	x	-63*	1%
CN(Cc1ccco1)S(=O)(=O)c1nnc(NC(=O)c2ccccc2Cl)s1	4%	-2%&23%	-47%	x	-27&6	11µM*!
Cc1ccc(NC(=O)COC(=O)c2ccc3c(c2)OCCO3)cc1	5%	-1%	-32%	x	24	-3%
COc1cccc(NC(=S)NCc2cccnc2)c1	-8%	-10%	-14%	-1%	-10	45µM*
O=C(Cc1ccc([N+](=O)[O-])cc1)OCc1c(F)cccc1Cl	-3%	1%	-26%	10%	-8	2%
CCOC(=O)CNC(=O)N1CCCC(N(C)CCc2ccccc2)C1 (stereo not drawn)	-7%	6%	0%	-2%	9	-7%
O=S(=O)(Nc1nnc(C(F)(F)F)s1)c1ccc(Cl)cc1	4%	-1%	-30%	4%	-24	-17%
CC(C)(C)S(=O)(=O)c1c(C(=O)O)cccc1C(=O)O	-7%	-10%	-17%	16%	17	-3%
COc1cccc(NC(=S)N(Cc2ccco2)C(C)c2ccco2)c1 (stereo not drawn)	-12%	1%	-24%	-1%	-31	-1%
CC(=O)Nc1ccc(S(=O)(=O)N2CCN(C(=O)c3ncoc3-c3ccccc3)CC2)cc1	-13%	-10%	-6%	0%	-34	-12%
Cc1ccc(F)c(NC(=O)CCOc2ccccc2C)c1	-3%	3%	-3%	-1%	-23	6%
COc1ccc(OC)c(C2C(C(N)=O)=C(C)Nc3nc(-c4cccc(Cl)c4)nn32)c1 (stereo not drawn)	-1%	2%	123%[activator]	-10%	248&9	-7%
O=C(c1ccc(CS(=O)(=O)c2ccccc2)o1)N1CCOCC1	-5%	5%	-6%	3%	-12	40µM*
O=C(NC(Nc1nc2ccc([N+](=O)[O-])cc2s1)(C(F)(F)F)C(F)(F)F)c1ccccc1	-11%	0%	u	-7%	-103*	4%
COC(=O)c1sccc1NC(=O)CCC1CCCCC1	24%	-10%	-34%	5%	-11	1%
CCOC(=O)CNc1ncc(C(F)(F)F)cc1Cl	21%	-20%	-4%	-1%	-20	4%
COc1cc(/C=C/C(=O)O)cc(S(=O)(=O)NCCCC(=O)O)c1OC	-6%	0%	3%	-12%	5	x
CN(Cc1cccc(Cl)c1Cl)C(=O)CCNC(=O)c1ccco1	-4%	x	8%	x	11	x
CCC(C(=O)Oc1c(C(C)C)cccc1C(C)C)c1ccccc1 (stereo not drawn)	-3%	2%	-14%	x	-19	5%
COc1ccc(C(=O)N2CCCCC2C(=O)Nc2ccc(-n3nc(C)cc3C)cc2)o1 (stereo not drawn)	-10%	-15%	63%[activator]	-6%	8	-29%
CCCCCCSc1ccc(-c2nc3ccc(C)cn3c2NCc2ccccc2)cc1	-9%&-13%	3%	-13%	x	38&81	-3%
CCCCN(C(=O)C1CCCC1)c1c(N)n(Cc2ccccc2)c(=O)[nH]c1=O	0%	x	1%	x	-8	x
CC(C)C(OC(=O)CCCC(=O)Nc1nccs1)C(=O)NC1CCCCC1 (stereo not drawn)	-7%	-2%	-16%	5%	14	14%
CC(=O)c1ccc(S(=O)(=O)Nc2ccc(C(=O)NCC(c3ccccc3)N(C)C)cc2)cc1 (stereo not drawn)	0%	-3%	-10%	5%	62	14µM*
COc1ccc(NC(=O)CN2C(=O)CSc3ccc(S(=O)(=O)N(C)C)cc32)cc1Cl	x	2%	x	x	-23	0%
Cc1noc(C(C)C)c1C(=O)Nc1ccc(-c2nnc3n2CCCCC3)cc1	-7%	-12%	7%	x	52	-9%
COc1ccc(-c2[nH]c3ccccc3c2SCCNC(=O)c2cc3ccccc3oc2=O)cc1	-8%	-6%	-35%	-2%	11	-8%
COc1ccc(C)cc1S(=O)(=O)N1CCCC(C(=O)NCC2CCCO2)C1 (stereo not drawn)	-5%	-5%	26%	8%	15	-4%
COc1ccccc1NC(=O)N1CCN(c2ncccn2)CC1	4%	-15%	-9%	1%	u	4%
O=c1c(-c2nnc(SCc3ccc(Cl)cc3)o2)cccn1Cc1ccccc1	24%	-12%	-1%	1%	u	6%
CCCN1CCN(c2ncnc3sc(C(=O)Nc4c(C)cc(C)cc4C)c(C)c23)CC1	x	12%	x	x	u	-2%
CCOC(=O)COc1ccc([N+](=O)[O-])cc1-c1ccnc2cc(-c3ccc(Cl)cc3)nn12	x	-4%	x	x	24	5%
Cc1ccc(S(=O)(=O)N(CC(=O)Nc2cccc([N+](=O)[O-])c2)C(=O)N2CCN(C)CC2)cc1	-3%	u	-13%	x	-25	-6%
CC(C)OC(=O)CSc1nnc(-c2ccncc2)n1N	-6%	-3%	-11%	1%	12	-2%
Cc1ccc(S(=O)(=O)NCCC(=O)OCc2ccc([N+](=O)[O-])cc2)cc1C	8%	-12%	-21%	x	-23	-4%
CCOc1ccc(C(=O)N(CN2CCCC2=O)c2ccc(C)cc2)cc1	3%	u	23%	7%	-25	2%
CCOc1ccc(NC(=O)C2(c3cccs3)CCOCC2)cc1	x	2%	x	x	7	4%
CCN1CCCC(Sc2nc3c([nH]2)c(=S)n(C)c(=O)n3C)C1 (stereo not drawn)	82%[activator]	-1%	-24%	u	59	40µM*

Compound activity: PubChem BioAssay, National Center for Advancing Translational Sciences (NCATS)
